MEKK2wt PB1 HTS: modulators of MEK5 binding to wildtype MEKK2, primary screen, biochemical, multiplex bead flow cytometry, Alexa488-MEK5; Mitogen-activated protein kinase kinase kinase 2 (Homo sapiens), Q9Y2U5; binding response (% of control), % at 10 µM; Alexa488-MEK5 binding to MEKK2 WT; actives lie on both sides; 1.1% of 290,000 active; in the data active = binding response below about 67% or above about 130%
OXTR potentiate: human OXTR potentiators, primary screen, fluorescence, CHO-OTR cells, Fluo-8 calcium; Fluo-8 calcium fluorescence, potentiator mode; 0% = oxytocin EC15, 100% = EC100; 0.061% of 320,000 active; Oxytocin receptor (Homo sapiens), P30559; AID 2445, 2010; activation, % at 3 µM;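 active = activation above that plate's cutoff, the mean activation of tested compounds plus 3 SD, cut at about 6.6% in these data, passing the limit was not always enough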;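 note: 100% uses oxytocin at 75 nM as the full agonist control; some results filed as inactive read as strong as hits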
Target sequence (P30559 whole entry, looked up): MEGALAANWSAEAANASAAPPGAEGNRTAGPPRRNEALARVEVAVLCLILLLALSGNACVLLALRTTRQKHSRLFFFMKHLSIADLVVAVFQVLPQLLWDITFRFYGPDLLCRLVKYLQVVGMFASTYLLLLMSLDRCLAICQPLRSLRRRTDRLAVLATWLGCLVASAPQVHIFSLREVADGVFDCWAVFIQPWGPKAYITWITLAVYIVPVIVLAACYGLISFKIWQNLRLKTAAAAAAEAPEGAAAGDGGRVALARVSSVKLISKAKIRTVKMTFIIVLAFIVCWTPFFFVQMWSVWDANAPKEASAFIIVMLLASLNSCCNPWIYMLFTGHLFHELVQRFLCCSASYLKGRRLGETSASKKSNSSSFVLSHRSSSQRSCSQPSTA
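Assay system: CHO-OTR cells, human receptor / Also added: oxytocin at about EC15, sub-maximal agonist stimulus / Dosing: single dose, 3.0 µM nominal final compound concentration / Incubation: 6 min pre-incubation, 100 s read / Technique: Fluo-8 calcium dye fluorescence / Read-out: % activation vs EC15 and EC100 oxytocin / Benchmarks: EC15 oxytocin low, 75 nM oxytocin high / Replicates: singlicate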
OXTR ag: human OXTR agonists, primary screen, fluorescence, CHO-OTR cells, Fluo-8 calcium; Oxytocin receptor (Homo sapiens), P30559; Fluo-8 calcium fluorescence; normalized: DMSO 0%, oxytocin 100%; activation, % at 3 µM; 0.32% of 320,000 active; AID 2435, 2010;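 active = activation above the mean of all tested compounds plus 3 SD, cutoff set per screening run, cut at about 20% in these data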;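 note: peak over basal fluorescence ratio from a 100 s FLIPR kinetic read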
MEKK2mut PB1 HTS: MEK5 binding signal on mutant MEKK2 PB1, primary screen, biochemical, multiplex bead flow cytometry, Alexa488-MEK5; Alexa488-MEK5 binding to MEKK2 mutant; percent response, % at 10 µM; 0.35% of 290,000 active; in the data active = percent response above about 24%, passing the limit was not always enough; note: inactives centre near 1; some results filed as inactive read as strong as hits; reference of the scale not given here
NALP1 inh: NALP1 inflammasome inhibitors in reconstituted yeast, colorimetric, S. cerevisiae, triplicate retest; inhibition, % at 10 µM; AID 2071, 2009; 0.61% of 280,000 active; S. cerevisiae NALP1/ASC/caspase-1 growth, X-gal OD620, 72 h; in the data active = inhibition mostly above about 24%, no sharp cut-off; inactive = mostly below about 32%; note: some compounds called inactive have numbers as strong as hits
V1R ag counter: agonists of human V1a receptor, primary screen, counter-screen for OXTR agonist project, fluorescence, CHO-V1R cells | Vasopressin V1a receptor (Homo sapiens), P37288 | 0.25% of 320,000 active | activation, % at 3 µM | Fluo-8 calcium fluorescence, agonist mode; 0% DMSO, 100% 3 nM vasopressin;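 active = activation above the mean activation of all tested compounds plus 3 SD, per screening run, cut at about 20% in these data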;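 note: signal is peak over basal fluorescence ratio across a 100 second FLIPR read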
Target sequence (P37288 whole entry, looked up): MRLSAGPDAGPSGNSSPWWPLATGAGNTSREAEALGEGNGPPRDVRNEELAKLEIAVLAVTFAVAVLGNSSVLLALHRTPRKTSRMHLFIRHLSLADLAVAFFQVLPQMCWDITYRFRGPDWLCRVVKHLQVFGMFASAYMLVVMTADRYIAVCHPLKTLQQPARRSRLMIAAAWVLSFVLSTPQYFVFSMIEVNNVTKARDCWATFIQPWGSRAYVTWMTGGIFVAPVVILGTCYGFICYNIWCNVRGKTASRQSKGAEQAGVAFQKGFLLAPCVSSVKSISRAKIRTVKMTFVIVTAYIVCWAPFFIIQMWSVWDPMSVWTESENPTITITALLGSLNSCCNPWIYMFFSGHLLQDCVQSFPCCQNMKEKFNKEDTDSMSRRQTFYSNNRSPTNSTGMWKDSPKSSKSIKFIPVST
GPR7 antagonist: GPR7 receptor antagonists, primary screen, cell-based, fluorescence, single concentration; Neuropeptides B/W receptor type 1 (Homo sapiens), P48145; GPR7-expressing cells, fluorescence antagonist assay; 1.1% of 290,000 active; AID 1861, 2009; inhibition, % at 4.4 µM; in the data active = inhibition above about 16%, passing the limit was not always enough;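 note: cells stimulated with the agonist NPW; 0% = agonist with vehicle and 100% = vehicle without agonist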
M18AAP inhibitor: PfM18AAP inhibitors, malaria aminopeptidase, primary screen, biochemical, QFRET, recombinant enzyme; M18 aspartyl aminopeptidase (Plasmodium falciparum 3D7); H-Glu-NHMec fluorogenic cleavage; inhibition, % at 7.35 µM; 1.2% of 290,000 active;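 active = inhibition above the campaign mean inhibition over all tested compounds plus 3 SD, cut at about 28% in these data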;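 note: 0% = plate median of test compound wells and 100% = 2 mM ZnCl2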
GalR3 antag: GalR3 antagonists in HEK293 cells, primary screen, cell-based, fluorescence readout; Galanin receptor type 3 (Homo sapiens), O60755; HEK293 GalR3-CNG cAMP membrane potential fluorescence; galR3 body fused to GalR1 C-terminus; inhibition, % at 3 µM; 0.44% of 360,000 active; AID 651719, 2012;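 active = inhibition above the screen-wide average plus 3 SD, cut at about 13% in these data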;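 note: forskolin and galanin both at EC90 stimulate the cells; cAMP rise reported by CNG channel membrane potential dye signal; 0% = forskolin plus galanin with DMSO and 100% = forskolin alone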
Target sequence (O60755 1-299 limits assumed): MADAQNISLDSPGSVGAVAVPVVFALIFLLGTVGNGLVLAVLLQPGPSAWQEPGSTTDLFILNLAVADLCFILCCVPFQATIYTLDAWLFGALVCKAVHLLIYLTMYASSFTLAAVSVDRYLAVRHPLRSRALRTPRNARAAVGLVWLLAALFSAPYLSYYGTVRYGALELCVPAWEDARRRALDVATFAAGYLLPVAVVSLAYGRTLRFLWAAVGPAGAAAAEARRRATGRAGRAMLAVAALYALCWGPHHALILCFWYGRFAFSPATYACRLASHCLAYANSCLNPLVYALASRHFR
The depositor's hits bear a star; . = no result given. Outcome played no part in choosing rows. Share with any hit: about 4.1%.

SMILES	MEKK2wt PB1 HTS	OXTR potentiate	OXTR ag	MEKK2mut PB1 HTS	NALP1 inh	V1R ag counter	GPR7 antagonist	M18AAP inhibitor	GalR3 antag
COc1nccnc1NS(=O)(=O)c1ccc(NC(=S)NC(=O)/C=C/c2ccc(F)cc2)cc1	105	-8	0.8	0	18	-0.1	-5	7	-4
C=CCn1c(Cc2cccs2)nnc1SCC(=O)c1ccc2ccccc2c1	95	-9	0.8	-2	6	1.9	-5	3	-8
COc1cc(CCC(=O)Nc2ccc(C)c(S(=O)(=O)N3CCCCCC3)c2)cc(OC)c1OC	.	-13	7.1	.	.	7.8	.	.	-5
O=C(Nc1ccc(N2CCCCC2)cc1)c1ccc([N+](=O)[O-])o1	98	2	1.3	-1	2	1.6	4	9	-9
Cc1cc(C(=O)Nc2ccc(Cl)cc2)c2ccccc2n1	110	-7	14	5	12	11	3	0	-8
COc1cccc(C2Nc3ccccc3C(=O)N2O)c1O (configuration not stated)	100	-18	0.0	3	-11	-0.6	5	1	-4
CCOc1nc(C)cc(C)c1S(=O)(=O)c1ccc(Cl)cc1	97	-13	-2.3	-3	7	-1.4	-18	1	-9
CC(C)(C)NC(=O)/C=C/c1cccs1	95	-12	0.8	-2	-7	0.7	-5	-4	-7
O=[N+]([O-])c1ccc(Cl)cc1N1CCCC1	89	-13	0.3	-7	8	-1.1	0	5	-5
Cc1ccc(C2C(C#N)=C(N)SC(N)=C2C#N)c(C)c1	98	-24	20*	0	-12	21*	-11	-2	.
O=S(=O)(c1cccs1)N1CCN(c2ccnc3cc(Cl)ccc23)CC1	96	-8	-1.9	-16	-7	3.5	5	-14	-1
CC1(C)CC(N2CCN(CCO)CC2)=CC(=S)N1	93	-14	0.2	-3	5	0.6	-4	-1	-9
CCN(C(=O)CSc1nnnn1-c1ccc(OC)cc1)C1CCS(=O)(=O)C1 (configuration not stated)	.	-4	0.1	.	.	-0.8	.	.	-6
CCOC(=O)c1sc(NC(=O)c2ccc(OC)cc2)nc1C	97	-2	-0.9	-1	-1	0.3	-6	-9	-3
FC(F)(F)c1ccc2c(c1)n(Cc1ccccc1)c1[n+]2CCCCC1	110	-4	-0.2	5	2	0.0	2	0	9
Cc1cc(OC(=O)c2cccc([N+](=O)[O-])c2)c(C)cc1CN1CCOCC1	86	-20	4.0	-6	.	7.6	-2	-14	-2
Fc1ccc(NC(=S)Nc2cccc(Cl)c2)cc1	93	-15	2.5	13	36	2.2	-13	-9	-8
CCOc1ccc(NC(=O)CSc2nnc(C3CC3)n2C2CC2)cc1	.	0	-0.5	.	.	-0.6	.	.	-2
Cc1sc2ncnc(NCC(c3ccco3)N(C)C)c2c1C (configuration not stated)	96	-12	1.0	-4	.	1.7	-3	11	0
Cc1cc(SCC(=O)OCC(=O)NCC2CCCO2)c(C)cc1Br (configuration not stated)	103	-26	4.9	-1	-4	7.4	-6	1	-5
N=C(N)SCc1ccc(Cl)cc1Cl	103	-2	2.2	-1	18	4.2	4	-3	-6
O=c1oc(-c2ccccc2F)nc2scc(-c3ccccc3)c12	97	2	-0.6	-4	15	-1.8	3	7	-4
COc1cccc(-c2ccc3nnc(SCC(=O)Nc4ccc(NC(C)=O)cc4)n3n2)c1	.	-3	-1.6	.	.	-0.7	.	.	-2
CN(c1ccccc1C(=O)Nc1ccccc1-c1ccccc1)S(C)(=O)=O	108	.	.	4	1	.	-20	-2	-10
S=C(NCCCN1CCOCC1)Nc1ccc(Cl)c(Cl)c1	109	-5	4.8	0	27	3.7	-3	8	-3
CCOC(=O)N1CCN(Cc2nc3c(c(=O)n(C)c(=O)n3C)n2Cc2ccc(F)cc2)CC1	114	-2	-0.9	8	22	0.0	2	-4	.
O=C(c1ccc(Cl)c([N+](=O)[O-])c1)N(Cc1ccccc1)C1CCS(=O)(=O)C1 (configuration not stated)	102	0	0.8	12	31	0.0	-4	-16	-1
O=C(Nc1ccc2sccc2c1)c1ccc(Cl)s1	102	-9	-2.1	1	.	-0.9	10	4	0
O=C(C1CCN(S(=O)(=O)c2ccc(-n3cnnn3)cc2)CC1)N1CCCCC1	95	-9	4.6	-4	17	3.4	-8	-5	-9
Cc1nnc(NC(=O)c2csc3c2CCCC3)s1	97	-5	-1.8	-1	11	-1.9	-4	-4	-1
CC12CCC(=O)N1c1ccccc1C(=O)N2c1ccccc1 (configuration not stated)	87	2	0.2	-8	.	0.1	-2	1	-2
Cc1cccc(-c2nsc(SCC(=O)N3CCCC3)n2)c1	97	-17	-2.0	-2	-6	-0.7	-7	-10	-5
CCOC(=O)c1cc2occc2n1CC(=O)NCCOC	99	-2	0.5	1	8	1.5	-5	3	-2
Cc1cccc(NS(=O)(=O)c2nnc(NC(=O)c3cccc(C)c3)s2)c1	101	-6	2.2	2	19	1.8	4	1	-1
CC(=O)Oc1ccc2oc(=O)c3c(c2c1)CCCN3C(=O)CN1CCN(c2ncccn2)CC1	99	-9	-0.1	2	1	-0.3	7	4	-1
COc1ccc(Cl)cc1NC(=S)NCc1cccnc1	95	-7	1.0	-2	-6	1.8	10	-4	-6
O=C(NN=C(Cc1ccccc1)Cc1ccccc1)c1ccc(F)cc1	102	-3	-2.0	-2	40	0.2	-6	-1	-4
CCOc1cc(CNCc2ccccc2)ccc1OCc1ccc(Cl)cc1	160*	-20	26*	22	31	28*	66*	6	42*
C=CCN(Cc1nc(-c2ccccc2)no1)C(=O)c1ccco1	97	-7	0.6	3	0	0.4	-3	2	-10
COC(=O)C1=CN(CC2CCCO2)C=C(C(=O)OC)C1c1cc(OC)c(OC)c(OC)c1 (configuration not stated)	97	-12	0.3	-3	8	0.5	0	-2	-4
CC(C)N1CCC(N2CCN(C3CCCCCC3)CC2CCO)CC1 (configuration not stated)	104	-16	1.1	-1	-3	1.0	-10	9	-7
O=C(COc1ccccc1)NC(=S)Nc1cccc2cc(O)ccc12	104	-10	13	4	13	12	-8	9	2
COc1ccc(N2C(C)=CS/C2=C(/C#N)c2nnc(N3CCOCC3)n2-c2ccccc2)cc1	.	1	1.2	.	21	-0.1	-8	5	-3
Cc1ccc2cccc(OCC(=O)Nc3ccc4c(c3)OCO4)c2n1	88	-6	0.2	-4	10	-1.0	2	-9	-5
CCn1c(SCC(=O)Nc2cccc(O)c2)nc2c1c(=O)n(C)c(=O)n2C	96	2	2.1	-5	32	1.1	-3	0	-1
O=C(C1=C(O)C(=O)N(CC2CCCO2)C1c1ccccc1Cl)c1ccco1 (configuration not stated)	101	-3	0.7	-2	0	0.0	-8	5	-3
CSCCC(NC(=O)c1cccc(C)c1)C(=O)Nc1sccc1C(N)=O (configuration not stated)	92	-9	0.3	0	9	3.6	-8	8	-1
CCn1c(SCC(=O)Nc2cccc(C)c2)nc2ccccc2c1=O	102	-9	-1.8	-6	24	0.5	2	-10	-8

In the list so far, these have a cyano group:
SMILES	MEKK2wt PB1 HTS	OXTR potentiate	OXTR ag	MEKK2mut PB1 HTS	NALP1 inh	V1R ag counter	GPR7 antagonist	M18AAP inhibitor	GalR3 antag
Cc1ccc(C2C(C#N)=C(N)SC(N)=C2C#N)c(C)c1	98	-24	20*	0	-12	21*	-11	-2	.
COc1ccc(N2C(C)=CS/C2=C(/C#N)c2nnc(N3CCOCC3)n2-c2ccccc2)cc1	.	1	1.2	.	21	-0.1	-8	5	-3

Going on with the list:
SMILES	MEKK2wt PB1 HTS	OXTR potentiate	OXTR ag	MEKK2mut PB1 HTS	NALP1 inh	V1R ag counter	GPR7 antagonist	M18AAP inhibitor	GalR3 antag
O=S(=O)(c1cccs1)N1CCc2ccccc2C1	101	-10	-1.5	1	22	-1.2	-2	4	-5
C/C(=N\NC(=O)c1nnn(-c2nonc2N)c1CSc1ccc(C)cc1)c1ccco1	101	-4	-0.7	1	8	0.7	-10	9	-7
Cc1ccc(CS(=O)Cc2ccc(C(=O)NC3CCC(C)CC3)o2)cc1 (configuration not stated)	99	0	-0.1	2	11	-0.1	1	-1	0
COc1ccc(OCCC(=O)OCC(=O)NCCC2=CCCCC2)cc1	96	-6	-1.6	-2	16	1.9	-8	-7	-1
CC(C)(C)C(O)/C=C/c1ccc2c(c1)OCO2 (configuration not stated)	104	-10	-0.3	2	.	1.8	.	.	.
CC(=O)Nc1ccc(S(=O)(=O)N(C)Cc2ccccc2)cc1	108	-15	2.7	-1	2	1.8	6	-10	-3
Cc1ccc(S(=O)(=O)NNC(=O)C(=O)NNS(=O)(=O)c2ccc(C)cc2)cc1	92	-2	-1.1	-10	2	-0.1	0	16	-4
O=C1c2ccccc2N2C(=O)c3ccccc3C2N1Cc1ccccc1 (configuration not stated)	112	-3	-0.5	32	.	-1.0	-11	2	-7
O=C(OCC(=O)N1CCN(C(=O)c2ccco2)CC1)c1cc(=O)c2ccccc2o1	106	-12	-0.8	6	-2	0.7	2	6	0
Cc1cccc(NC(=O)CN2C(=O)c3ccccc3S2(=O)=O)n1	.	4	1.4	.	.	0.8	.	.	3
Cc1ccc(NC(=O)c2ccc(NCc3ccc(F)cc3)nc2)cc1	107	0	-0.7	-5	0	4.7	-8	-8	-1
C[n+]1c2n(c3ccccc31)N=C(c1ccc(-c3ccccc3)cc1)CS2	159*	-13	0.0	6	15	-0.4	6	-4	-3
Cc1cc(N)n2ncc(-c3ccc(F)cc3)c2n1	108	-9	0.6	3	5	0.7	9	3	-5
N#C/C(=C(/O)CCl)c1nc2c(s1)CCc1ccccc1-2	93	-5	-1.5	-1	25	-0.6	2	-6	-6
Cc1ccc(NC(=O)CN(C)C(=O)c2cc(C)on2)cc1	.	-1	-0.8	.	.	0.2	.	.	-4
COc1cc(C(=O)NC(=S)Nc2csc(-c3ccc(F)cc3)n2)cc(OC)c1OC	93	-6	-0.5	2	15	0.4	-3	0	-4
COc1ccc(S(=O)(=O)NCCSCc2ccco2)cc1Cl	101	-13	0.4	4	.	0.9	0	-5	2
CC(C)(C)c1ccc(-c2cn(-c3ccc(Br)cc3)c3[n+]2CCCS3)cc1	122	.	.	17	-4	.	56*	5	25*
Cc1ccc(-c2nn(C)c(=O)c3ccccc23)cc1CNC(=O)c1ccco1	108	2	-1.9	11	8	0.1	-3	-34	-2
COc1cccc2c(C)cc(N3CCCCCC3)nc12	106	-4	-2.5	8	-2	-0.4	-9	-9	-6
C/C(=N\NC(=O)c1nnn(-c2nonc2N)c1-c1cccs1)c1cccnc1	104	-6	0.5	3	14	2.1	-5	-3	0
O=C(Cn1cc(/C=N/O)c2ccccc21)N1CCOCC1	119	-7	0.5	8	9	2.0	-13	-2	-6
O=C(COC(=O)c1ccc2c(c1)OCCO2)NCc1ccccc1Cl	.	-5	-0.9	.	.	0.2	.	.	-6

High-throughput results as filed in PubChem BioAssay.
